Assay outcomes deposited in PubChem BioAssay by National Center for Advancing Translational Sciences (NCATS).
ERG-DNA inh: ERG Ets/DNA interaction inhibition. 370,000 tested, 0.028% active. Potency, µM (titrated, usually from 76.9 µM), for inactives: top-dose FP activity, negative = inhibition, most hits filed as inhibitors. fluorescence polarization, His-ERG Ets domain / labelled DNA. AID 624246. P11308; active = well fitted inhibition curve with a large enough effect in the polarisation, with a control signal flat; inconclusive = small, poorly fitted or top-dose-only effect, or effect the other way, or a change in a side signal; inactive = no such curve, though single readings can be large or run the other way; the % refers to the polarisation;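 note: polarization taken with two DNA probes labelled with fluorescein and Texas red; potency is the fitted concentration of half-maximal effect; % of control where 0% means no effect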
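His-tagged ERG Ets domain (1 uM in the protein solution; 300mM KCl, 50mM Tris-HCl, 1mM EDTA, 1mM DTT, pH 7.5) received compound, then a probe mix of 5 nM fluorescein-DNA and 100nM Texas-615-DNA. Fluorescence polarization was read for both dyes.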
JMJD2A Tudor: inhibitors of human JMJD2A Tudor domain; 390,000 tested, 4.4% active; O75164; Potency, µM (highest dose often 114 µM), for inactives: at the highest dose activity change, negative = inhibition, usual class: inhibitors; AlphaScreen JMJD2A-Tudor / H3K4me3 peptide binding; note: potency is the fitted concentration of half-maximal effect; % is set by controls: 0 for no effect and ±100 for the full control effect; nearly all actives have a fitted effect of over 50% in size
GLS inh: glutaminase GLS (human) inhibition | GLS enzymatic activity, qHTS titration | Potency, µM (series often up to 45.5 µM), for inactives: top-dose activity change, negative = inhibition, most hits filed as inhibitors | O94925 | 410,000 tested, 0.21% active; note: potency is the fitted concentration of half-maximal effect; % is set by controls: 0 for no effect and ±100 for the full control effect
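Assay buffer: 45 mM KH2PO4 pH 8.2, 0.02% Tween-20. hKGA acts on L-glutamine (1 mM solution added); product glutamate is reported by an oxidase/peroxidase Amplex Red coupling, with fluorescence taken at baseline and 30 min.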
Pin1 inhibitor: human Pin1 inhibition; Q13526; Potency, µM (doses to about 115 µM), inactives show top-dose activity, negative = inhibition, most hits filed as inhibitors; Pin1 FP peptide displacement, HiFluor488, 10 min; 390,000 tested, 0.009% active; AID 504891; active = well fitted inhibition curve with a large enough effect in the polarisation, with a control signal flat, not every such curve was filed as active; inconclusive = small, poorly fitted or top-dose-only effect, or effect the other way, or a change in a side signal; inactive = no such curve, though single readings can be large or run the other way; the % refers to the polarisation; note: potency is the fitted concentration of half-maximal effect; % is set by controls: 0 for no effect and ±100 for the full control effect
HP1b binding inh: blocks HP1-beta chromodomain binding to methylated histone tails. P83916. AlphaScreen HP1-beta / biotin-H3K9me3 peptide binding. Potency, µM (doses to about 114 µM), for inactives: at the highest dose activity change, negative = inhibition, usual class: inhibitors. 390,000 tested, 0.56% active. AID 540317; note: potency is the fitted concentration of half-maximal effect; nearly all actives have a fitted effect of over 70% in size; inactives centre near 23
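HP1-beta protein (50 nM final) preincubated 30 min at room temperature with biotinylated H3(1-18)K9me3 peptide (50 nM) in PBS pH 7.4, 0.01% Tween-20, then compound added for 30 min. AlphaScreen streptavidin donor/nickel chelate acceptor beads (10 ug/mL final), 30 min dark, luminescence read.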
Tb PGK inh: blocks T. brucei phosphoglycerate kinase; 380,000 tested, 0.043% active; Potency, µM (doses to about 57.5 µM), inactives show at the highest dose activity change, negative = inhibition, most hits filed as inhibitors; PGK/GAPDH coupled, Kinase-Glo luminescence, 60 min; P07378; note: potency is the fitted concentration of half-maximal effect; % is set by controls: 0 for no effect and ±100 for the full control effect; nearly all actives have a fitted effect of over 60% in size
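Recombinant glycosomal PGK reaction used 1,3-bisphosphoglycerate generated in-well by GAPDH (100nM final) in 100mM TEA pH 7.6, 5mM MgCl2, 0.01% Tween-20. After 60 minutes at room temperature, ATP was read by Kinase-Glo Plus luminescence end-point.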
BAZ2B block: blocks human BAZ2B; 360,000 tested, 4.4% active; Potency, µM (titrated, usually from 114 µM), for inactives: top-dose activity change, negative = inhibition, usual class: inhibitors; AlphaScreen BAZ2B-H3K14Ac peptide displacement; note: potency is the fitted concentration of half-maximal effect; % is set by controls: 0 for no effect and ±100 for the full control effect; nearly all actives have a fitted effect of over 60% in size
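AlphaScreen luminescence quantifies BAZ2B engagement of H3K14Ac peptide; the protein and biotinylated peptide are both at 50 nM final, buffer PBS pH 7.4 with 0.01% Tween-20, all steps at room temperature.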
PI4K2A inh: PI4K2A (human) kinase inhibition; purified PI4K2A, ADP-Glo luminescence, 1 h; hits give low values; activity change, negative = inhibition, % at 76.9 µM; 420,000 tested, 0.13% active; Q9BTU6; AID 1346378; in the data active = activity change below about -50%; inconclusive = mostly about -30% to -49%;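 note: -100% = wells without enzyme as full effect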
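ADP-Glo luminescence measured ADP generated by PI4K2A enzyme (4 ug/mL before mixing) with 1.2 mM PI substrate (pre-mix) and 300 microM ATP (pre-mix). Tris pH7.5 buffer with MgCl2, Triton X-100; 1 h reaction at ambient temperature.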
G9a inh: inhibitors of human histone lysine methyltransferase G9a. Q96KQ7. Potency, µM (doses to about 102 µM), for inactives: at the top dose activity, negative = inhibition, hits mostly inhibitors. G9a H3K9 monomethylation, AlphaScreen, 2 h. 350,000 tested, 8.8% active; note: potency is the fitted concentration of half-maximal effect; % is set by controls: 0 for no effect and ±100 for the full control effect; nearly all actives have a fitted effect of over 75% in size
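Step 1: enzyme (final 20 nM) with compound, 15 min RT. Step 2: substrate peptide 500 nM and SAM 20 uM, 2 h RT. Step 3: anti-H3K9me1 antibody and AlphaScreen beads, 10 min, then plate read.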
* hit, by the source's call; i = inactive; u = inconclusive; x = no result given; & = joins results of further samples; [ ] = remark or other dose. Unless noted, calls come from the whole dose curve; as a rule, active = well fitted curve in the direction sought with a large enough effect; inconclusive = small, poorly fitted or top-dose-only effect, or another doubt; inactive = no such curve, though single readings can be large; an effect the other way counts as inactive or inconclusive.

| ERG-DNA inh | Structure | JMJD2A Tudor | GLS inh | Pin1 inhibitor | HP1b binding inh | Tb PGK inh | BAZ2B block | PI4K2A inh | G9a inh |
| --- | --- | --- | --- | --- | --- | --- | --- | --- | --- |
| 8% | Cc1ccc(S(=O)(=O)N2CCN(C(=O)c3nn(C(C)C)c(=O)c4ccccc34)CC2)cc1C | u | 1% | -4% | 3% | -6% | -36% | 6 | 3%[59 µM] |
| 3% | CN1CCN(C(=O)c2ccc(-n3cccn3)nc2)CC1 | -11% | -1% | 6% | -21% | -10% | -37% | -1 | -22% |
| 0% | Cc1cccc(C(=O)N2CCCCCC2)c1 | 1% | -5% | 4% | 10% | -1% | 8% | 8 | 18% |
| -3% | CNC(=O)Nc1ccc(C2SCCS2)cc1 | -11% | 6% | 5% | 3% | 14% | -19% | 3 | -8% |
| -3% | CCCCC(=Nc1ccccc1OC)C1=C(O)CC(c2ccccc2)CC1=O (stereo unspecified) | -2% | 1% | 2% | 42% | -6% | -34% | 4 | u |
| 0% | CN(Cc1ccccc1)C(=O)N[C@@H](Cc1ccccc1)C(=O)O | -16% | -5% | -9% | 20% | i | 20% | 6 | 21% |
| -3% | Cc1cc(NC(=O)Cn2cc([N+](=O)[O-])cn2)no1 | 3% | -2% | 0% | 46%[activator] | -5% | -15% | -3 | 50µM* |
| 1% | COC(=O)c1ccc(C2/C(=C(\O)c3ccc4c(c3)OCCO4)C(=O)C(=O)N2CCCN2CCOCC2)cc1 (stereo unspecified) | -5% | -9% | 0% | 34% | 3% | -14% | 1 | u |
| 0% | CC(C)CC(=O)OC(C)(C)[C@@H]1Cc2c(ccc3ccc(=O)oc23)O1 | 23% | -2% | u | 85%[activator] | 7% | x | -2 | x |
| u | COc1cc2c(cc1OC)C(c1cccc(C)c1)CC(=O)N2 (stereo unspecified) | -30% | -5% | 26% | 9% | x | u | 0 | -21% |
| 13% | CC(C)(C)NC(=O)Nc1ccc(Br)cc1 | 0% | -2% | 1% | 10% | -8% | 1% | -4 | 11% |
| 0% | C=C(C1=CCN(S(=O)(=O)C(C)(C)C)[C@H]1CCO)c1ccccc1 | -27% | 0% | 0% | 15% | -4% | x | 2 | x |
| 8% | Cc1cc(C(=O)N/N=C/c2cccnc2)cs1 | 3% | -10% | 6% | 29% | -9% | -1% | -3 | 7% |
| 1% | CCC(c1nnnn1Cc1cccs1)N1CCN(C(=O)c2ccco2)CC1 (stereo unspecified) | -1% | -2% | -6% | 46%[activator] | -12% | -12% | -8 | 2%[12.7 µM] |
| 0% | Cc1[nH]n2c(=O)c3c(nc2c1-c1ccc(Cl)cc1)CCC3 | -18% | 6% | -2% | 25% | 0% | 5% | 2 | -31%[2.33 µM] |
| 5% | CCOC(=O)C1=NN(C(=O)Nc2ccc(OC)cc2)C2C(=O)N(c3cccc(C(F)(F)F)c3)C(=O)C12 (stereo unspecified) | -22% | 2% | 0% | 5% | -7% | -4% | 2 | 1%[59 µM] |
| 11% | CCOc1ncccc1C(=O)Nc1cc(C(F)(F)F)ccc1N1CCOCC1 | -5% | 0% | -3% | 21% | -1% | 6% | -2 | 16%[12.7 µM] |
| 0% | CCC(=O)N1c2ccc(S(=O)(=O)CCC(=O)NCc3cccc(OC)c3)cc2CC1C (stereo unspecified) | -8% | 4% | -2% | 8% | -8% | x | 6 | -2%[59 µM] |
| -2% | Cc1ccc(C(C(=O)NCC2CCCO2)N(Cc2ccccc2)C(=O)c2ccc(-c3ccccc3)[nH]2)o1 (stereo unspecified) | u | 1% | 28% | -19% | 12% | 40µM* | -3 | -6%[59 µM] |
| -5% | Nc1nc(SCc2ccccc2Cl)n[nH]1 | -16% | 47%[activator] | -5% | 23% | 0% | 4% | 1 | 11% |
| -9% | CN(C(=O)CCOc1ccccc1)c1c(N)n(Cc2ccccc2)c(=O)[nH]c1=O | -1% | -4% | -1% | 21% | -8% | -1% | -10 | u |
| 3% | CCN(CC)CC(O)CNc1ccnc2c(Cl)ccc(Cl)c12 (stereo unspecified) | -6% | 6% | 2% | 9% | -10% | x | 1 | x |
| -3% | Cc1ccc(C(=O)N/C(=C/c2ccco2)C(=O)NCc2ccco2)cc1 | -23% | 85%[activator] | -5% | 3% | -1% | -16% | -1 | 45µM* |
| 0% | O=S(=O)(NCCCN1CCOCC1)c1ccc2c(c1)OCCO2 | -5% | 0% | 0% | 41%[activator] | -4% | 1% | -6 | -1% |
| 0% | Cc1cc(C)c2c(CC(=O)Nc3cc(C(F)(F)F)ccc3Cl)coc2c1 | -28% | -1% | -13% | 27% | -3% | 2% | -1 | 6%[59 µM] |
| 2% | CCOc1ccc(OC(=O)c2cn(-c3ccc(C)cc3)c(=O)c3ccccc23)cc1 | 50µM* | 9% | 10% | 25%[57 µM] | -3% | 1% | -2 | 7%[59 µM] |
| 1% | CC(C)(C)c1ccc(-c2nnc(-c3ccccc3NC(=O)c3ccc(F)cc3F)o2)cc1 | -10% | -11% | -4% | 68%[activator] | 6% | -29% | -4 | 31%[59 µM] |
| 0% | O=C(CCCc1ccccn1)c1ccc(-c2ccccc2)cc1 | 116%[activator] | -16% | 8% | 150%[activator] | -3% | x | -10 | x |
| 1% | C/C(=N\NC(=O)c1n[nH]c2c1CCC2)c1ccco1 | -6% | 1% | 8% | 18% | u | 5% | u | 46% |
| -5% | COc1ccc(NC(=O)C2CCN(c3nc(C)cc(C)n3)CC2)cc1 | -3% | 2% | -2% | 21% | -3% | -3% | -12 | -20%[59 µM] |
| -8% | Cc1cccc(/C=C/c2nc3ccccc3c(=O)n2Cc2ccccc2)c1 | 28% | 6% | 19% | 61%[activator] | 4% | 2% | 5 | -1% |
| -1% | CCOC(=O)N1CCN(C(=O)c2cc(COc3cccc(C(C)=O)c3)on2)CC1 | -12% | 6% | -5% | 29% | 5% | -15% | 4 | u |
| -7% | NC(=O)Cc1ccc2c(c1)[nH]c1ccccc12 | -6% | 14% | 9% | 31% | 6% | -11% | -1 | 15% |
| 1% | CCOC(=O)c1ccc(NC(=O)c2ccc(-c3cccc(Cl)c3C)o2)cc1 | -21% | 0% | 14% | 15% | -6% | -10% | 1 | 2%[59 µM] |
| -13% | C[C@H]1COC(=O)[C@@H](Cc2ccc(F)cc2)CC/C=C/C[C@@H](CC(=O)N(CCO)Cc2ccccc2)C(=O)N1 | -16% | 1% | 1% | 22% | 4% | x | 0 | x |
| -12%&6% | O=C(Nc1ccc(S(=O)(=O)Nc2ncccn2)cc1)c1ccccc1Cl | -4%&-14% | -7%&2% | 0%&-3% | 52%&36%[activator] | -1% | 7%&1% | 4&1 | 0%[59 µM] |
| 12% | N#C/C(=C/C1=C(N2CCOCC2)C(=C/c2cccc([N+](=O)[O-])c2)/CC1)C(=O)Nc1ccccc1F | u | 0% | 46%[activator] | u | -6% | x | 7 | x |
| 3% | Cc1ccn2cc(-c3ccc4c(c3)NC(=O)CO4)nc2c1 | -18% | 0% | 0% | 28% | -8% | -21% | -3 | -2% |
| 7% | CC(C)C(=O)Nc1ccc(C(=O)NNC(=O)NC2CCCCC2)cc1 | -1% | 7% | -9% | 15% | -6% | 12% | 0 | 9%[2.33 µM] |
| -2% | O=C1NCCN(Cc2cccc(Oc3ccccc3)c2)C1CC(=O)N1CCCO1 (stereo unspecified) | -27% | 3% | u | 24% | 4% | -16% | 5 | -4% |
| -9% | Cc1ccc(S(=O)(=O)N2[C@@H](c3ccc(Cl)cc3)C(C(=O)O)=CC[C@H]2c2ccc(Cl)c(Cl)c2)cc1 | -31% | 21% | x | 18% | -18% | u | -2 | 20%[2.33 µM] |
| -3% | COC(=O)c1cccc(C(=O)N2CCCC(Nc3ccc4c(c3)OCCO4)C2)c1 (stereo unspecified) | -17% | 8% | 13% | 22% | 0% | -24% | -7 | u |

Of the compounds above, 6 have a furan ring, fused or not.
| ERG-DNA inh | Structure | JMJD2A Tudor | GLS inh | Pin1 inhibitor | HP1b binding inh | Tb PGK inh | BAZ2B block | PI4K2A inh | G9a inh |
| --- | --- | --- | --- | --- | --- | --- | --- | --- | --- |
| 1% | CCC(c1nnnn1Cc1cccs1)N1CCN(C(=O)c2ccco2)CC1 (stereo unspecified) | -1% | -2% | -6% | 46%[activator] | -12% | -12% | -8 | 2%[12.7 µM] |
| -2% | Cc1ccc(C(C(=O)NCC2CCCO2)N(Cc2ccccc2)C(=O)c2ccc(-c3ccccc3)[nH]2)o1 (stereo unspecified) | u | 1% | 28% | -19% | 12% | 40µM* | -3 | -6%[59 µM] |
| -3% | Cc1ccc(C(=O)N/C(=C/c2ccco2)C(=O)NCc2ccco2)cc1 | -23% | 85%[activator] | -5% | 3% | -1% | -16% | -1 | 45µM* |
| 0% | Cc1cc(C)c2c(CC(=O)Nc3cc(C(F)(F)F)ccc3Cl)coc2c1 | -28% | -1% | -13% | 27% | -3% | 2% | -1 | 6%[59 µM] |
| 1% | C/C(=N\NC(=O)c1n[nH]c2c1CCC2)c1ccco1 | -6% | 1% | 8% | 18% | u | 5% | u | 46% |
| 1% | CCOC(=O)c1ccc(NC(=O)c2ccc(-c3cccc(Cl)c3C)o2)cc1 | -21% | 0% | 14% | 15% | -6% | -10% | 1 | 2%[59 µM] |
